# BaF3 parental: parental Ba/F3 viability inhibition as JAK2V617F counter-screen. CellTiter-Glo ATP luminescence. inhibition, % at 5.6 µM. 220,000 compounds, 1.1% hits;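 active means inhibition above a per-campaign cutoff, the mean inhibition of all tested compounds plus 3 SD, cut at about 27% in these data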;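 further: 0% = DMSO wells and 100% = JAK Inhibitor I control wells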
# RBBP9 inhibitor: blocks human serine hydrolase RBBP9; O75884; recombinant RBBP9, FP-Rh probe fluorescence polarization; inhibition, % at 7.94 µM; 220,000 compounds, 0.2% hits;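 active means inhibition above the campaign mean of all tested compounds plus 3 SD, cut at about 14% in these data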;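 further: plate controls were DMSO wells with RBBP9 for no effect and wells lacking RBBP9 protein for full effect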
#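 System: RBBP9 protein / Buffer or medium: Tris/NaCl buffer pH 8.0 with 0.1% Pluronic / Probe or stimulus: Serine-hydrolase probe FP-Rh, 375 nM pre-mixing / Dosing: 7.94 µM single dose, 0.794% DMSO / Times: enzyme-compound preincubation 30 min, then probe labeling 45 min, 25 °C / Technique: fluorescence polarization (mP), excitation 525 nm, emission 598 nm / Replication: singlicate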
# Runt-CBFb FRET: inhibitors of human RUNX1 Runt domain binding to CBFb | Q01196+Q13951 | Cerulean-Runt/Venus-CBFb FRET ratio 530/480, 1 h | inhibition, % at 20 µM | 220,000 compounds, 0.46% hits | AID 1496;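 active means inhibition over about 50% at 20 µM in the single-dose screen, limit read from the data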;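 further: 0% = DMSO wells and 100% = excess unlabeled CBFb competitor control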
# Target sequence (Q01196 whole entry, looked up, the tested form may be a part): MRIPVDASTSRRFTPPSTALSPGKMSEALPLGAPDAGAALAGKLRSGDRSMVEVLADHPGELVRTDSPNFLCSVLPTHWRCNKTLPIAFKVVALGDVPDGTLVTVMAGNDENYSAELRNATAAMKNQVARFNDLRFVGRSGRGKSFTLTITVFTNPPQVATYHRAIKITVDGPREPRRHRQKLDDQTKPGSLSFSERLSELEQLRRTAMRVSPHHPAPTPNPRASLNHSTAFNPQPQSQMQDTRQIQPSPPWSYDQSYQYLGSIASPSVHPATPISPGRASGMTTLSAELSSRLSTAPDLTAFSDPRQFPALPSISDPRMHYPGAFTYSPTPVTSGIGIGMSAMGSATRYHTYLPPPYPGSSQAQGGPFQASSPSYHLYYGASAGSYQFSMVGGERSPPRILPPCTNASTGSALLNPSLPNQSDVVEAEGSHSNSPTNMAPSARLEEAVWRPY
# Target sequence (Q13951 whole entry, looked up, the tested form may be a part): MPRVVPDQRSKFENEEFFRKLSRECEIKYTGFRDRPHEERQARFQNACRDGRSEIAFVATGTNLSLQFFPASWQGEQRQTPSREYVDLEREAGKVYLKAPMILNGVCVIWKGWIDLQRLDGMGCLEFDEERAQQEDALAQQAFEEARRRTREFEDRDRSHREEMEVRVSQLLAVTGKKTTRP
#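 Measured by: fluorescence energy transfer, 422 nm excitation, 530/480 nm emission; test system: Cerulean-tagged RUNX1 Runt domain (FRET donor) fusion protein; buffer or medium: Tris pH 7.5 buffer with BSA; compound: one dose, 20 µM compound, 1% DMSO; times: two 1 h room-temperature incubations shielded from light; benchmarks: unlabeled CBFb 5 µM, positive control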
# Ba/F3 V617F tox: lowers viability of Ba/F3 cells expressing EpoR and JAK2V617F. ATP luminescence. 220,000 compounds, 1.1% hits. inhibition, % at 5.6 µM;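 active means inhibition above the campaign mean plus 3 SD over all tested compounds, cut at about 24% in these data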;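 further: cytokine-independent growth of Ba/F3 cells driven by EpoR plus mutant JAK2; 0% = DMSO-treated cells and 100% = JAK inhibitor I control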
# NPY-Y1 PAM-ag: potentiates or activates human NPY-Y1 receptor; NPY-Y1 expressing cells, potentiator/agonist activation; activation, % at 3.6 µM; 220,000 compounds, 0.37% hits; AID 1304; in the data active means activation above about 33%, passing the limit was not always enough;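 further: cells stimulated with NPY at EC10 then isoproterenol at EC100; 0% = low agonist plus stimulus and 100% = saturating agonist plus stimulus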
# Target sequence (P25929 whole entry, looked up): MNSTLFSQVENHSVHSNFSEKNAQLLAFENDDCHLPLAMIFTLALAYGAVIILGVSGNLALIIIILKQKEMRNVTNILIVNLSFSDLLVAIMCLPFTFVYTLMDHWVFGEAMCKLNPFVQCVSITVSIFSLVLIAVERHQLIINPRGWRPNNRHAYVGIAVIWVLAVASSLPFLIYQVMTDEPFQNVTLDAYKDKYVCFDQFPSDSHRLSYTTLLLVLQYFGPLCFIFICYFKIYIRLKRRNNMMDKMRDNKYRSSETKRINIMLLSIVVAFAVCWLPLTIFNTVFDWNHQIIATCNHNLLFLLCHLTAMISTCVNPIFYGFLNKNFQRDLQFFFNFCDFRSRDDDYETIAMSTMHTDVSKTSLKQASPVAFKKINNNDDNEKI
# NPY-Y1 antag: blocks the human neuropeptide Y Y1 receptor | 200,000 compounds, 1% hits | inhibition, % at 3.6 µM | HEK293-CNG Y1 cells, membrane potential fluorescence; NPY at EC95, then isoproterenol | P25929;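 active means inhibition above the campaign mean inhibition of all tested compounds plus 3 SD, cut at about 20% in these data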;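 further: 0% = DMSO wells given NPY plus isoproterenol and 100% = isoproterenol alone without NPY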
#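 Material: HEK293 cells co-expressing NPY Y1 receptor and cyclic-nucleotide gated channel. Timing: compound incubation 1 h at room temperature, readout 45 min post-stimulation. Signal: fluorescence, membrane potential probe.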
# S1P4 ag: agonists of human S1P4 receptor; S1P4-expressing cell line, agonist reporter assay; activation, % at 4.98 µM; 220,000 compounds, 0.35% hits; AID 1509; in the data active means activation above about 11%;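 further: 0% = DMSO vehicle and 100% = reference agonist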
# S1P4 antag: human S1P4 receptor antagonism. 220,000 compounds, 0.26% hits. S1P4-expressing cells, antagonist mode, reporter read-out. inhibition, % at 4.98 µM. O95977. AID 1510; in the data active means inhibition above about 29%;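 further: 0% = wells stimulated with agonist and 100% = vehicle wells without agonist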
# NPY2 pot ag: potentiators or agonists of human neuropeptide Y receptor Y2; P49146; cells expressing NPY-Y2, potentiator/agonist read-out; activation, % at 3.6 µM; 220,000 compounds, 0.45% hits; in the data active means activation above about 27%;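 further: cells stimulated with NPY near EC25 plus isoproterenol at EC100; 0% = vehicle plus submaximal agonist and 100% = vehicle plus saturating agonist; some results beyond the cut were filed as inactive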
# Numbers without * were called inactive; · = no result given.
SMILES,BaF3 parental,RBBP9 inhibitor,Runt-CBFb FRET,Ba/F3 V617F tox,NPY-Y1 PAM-ag,NPY-Y1 antag,S1P4 ag,S1P4 antag,NPY2 pot ag
COc1ccc(-n2c(SCC(=O)Nc3ccccc3)nnc2-c2ccoc2C)cc1,4,-10,·,0,-27,-6,0.8,-15,-11
CCOc1ccc(NC(=S)N(CCc2c(C)[nH]c3ccccc23)Cc2ccco2)cc1,6,-7,0,-6,-9,-6,4.0,-1,2
Cc1ccc2nsnc2c1S(=O)(=O)NCc1ccncc1,5,2,1,0,-22,4,-4.1,-1,-1
Cc1ccc(/C=C/C(=O)NCCCN2CCN(CCCNC(=O)/C=C/c3ccc(C)cc3)CC2)cc1,1,-3,-1,-4,-3,0,-1.1,-21,2
O=C(COC(=O)CCCc1nc2ccccc2s1)Nc1ncc(Cl)cc1Cl,4,-6,1,2,-21,-1,-0.9,-6,-4
Nc1nc(N2CCN(c3ccc(Cl)cc3)CC2)n[nH]1,3,-1,0,-3,10,6,1.9,-22,16
Cc1csc(SCC(=O)NC(=O)NC(C)C)n1,2,-9,-1,-1,6,6,0.3,-13,-8
NS(=O)(=O)c1ccc(N/C=C\C(=O)c2ccc3ccccc3c2)cc1,5,-14,50*,2,14,2,-0.5,-11,-4
CC(C)CC(NS(=O)(=O)c1ccc2[nH]c(=O)c(=O)[nH]c2c1)C(=O)O (configuration not stated),10,-2,0,1,9,4,1.2,10,-1
Cc1ccc(/C=N/n2cnc3sc(-c4ccccc4)cc3c2=O)o1,1,-5,0,-2,0,1,-1.2,3,7
O=C(NCCCN1CCOCC1)c1cc(C(=O)C2CCCCC2)c[nH]1,0,-3,-2,-2,-11,3,-0.3,-1,-1
CN(C)C(=O)CCCc1nc(-c2ccc(Cl)cc2)no1,3,-5,2,-1,-18,4,0.1,1,3
CCCc1cc(=O)[nH]c(SCC(=O)c2cc(C)n(CC(F)(F)F)c2C)n1,9,0,-4,0,-22,8,0.2,0,-18
CCCN(CCC)c1nc(N)c(C#N)c(CC#N)c1C#N,9,-5,-1,2,-20,3,0.0,-6,1
CCOc1ncccc1C(=O)N(C)CC(=O)Nc1ccc(F)cc1,4,9,0,-2,-13,4,2.3,-8,-4
CCOC(=O)N1CCN(C(=O)C2CCC(C(=O)N3CCN(C(=O)OCC)CC3)CC2)CC1 (configuration not stated),3,-5,·,1,-11,3,3.6,-25,-5
Cc1ccc(C(=O)NC(=S)Nc2ccc(S(=O)(=O)N(C)c3ccccc3)cc2)cc1,0,5,6,-2,13,2,-2.8,1,-3
c1ccc(CSc2ncnc3c2cnn3Cc2ccccc2)cc1,7,3,0,-3,0,7,2.3,-3,-8
Cc1ccc(S(=O)(=O)N2CC=C(c3ccc(F)cc3)CC2)cc1,8,-2,2,2,-19,-4,0.7,-19,6
O=C(O)c1ccccc1C(=O)NCCc1c(C(=O)O)[nH]c2ccc(F)cc12,0,-9,0,1,-1,·,1.1,-4,-2
Cc1cc(Cl)c(S(=O)(=O)NCc2cccnc2)cc1OCC(=O)NC1CCCCC1,3,-4,-1,-1,11,0,-1.5,6,-8
CC(=O)Nc1ccc(NC(=O)C(C)Oc2ccc(Cl)cc2Cl)cc1 (configuration not stated),3,-3,0,0,-1,11,-1.3,-9,13
Clc1nccnc1-c1ccccc1,0,-4,-2,-1,11,-5,-0.1,4,8
Cc1cc(NC(=O)C23CC4CC(CC(C4)C2)C3)n[nH]1,5,-5,-1,-4,13,-2,3.2,18,1
CCN1CCc2c(C#N)c(N3CCOCC3)nc(N3CCOCC3)c2C1,7,2,5,0,-5,0,0.8,-5,-9
SMILES,BaF3 parental,RBBP9 inhibitor,Runt-CBFb FRET,Ba/F3 V617F tox,NPY-Y1 PAM-ag,NPY-Y1 antag,S1P4 ag,S1P4 antag,NPY2 pot ag
CC(=O)c1cc(CN2CCN(CC=C(C)C)C(CCO)C2)cs1 (configuration not stated),5,4,-1,1,10,0,0.3,0,3
CN(C(=O)OCc1ccccc1)C(CC(N)=O)C(=O)O (configuration not stated),2,-6,0,4,-8,-2,3.8,-21,-3
COc1ccc(C(=O)C2CCCN(C(=O)CCC3=NNC(=O)CC3)C2)c(C)c1 (configuration not stated),2,1,·,1,9,3,-0.4,-2,2
CC(=O)c1cc(C#N)c(SCC(=O)C(C)(C)C)nc1C,6,-11,-1,5,7,-1,1.7,-5,4
CCOC(=O)c1c(C)c(C(=O)NCc2ccco2)c(C)n1Cc1ccccc1,3,9,4,-2,14,-3,-1.7,-3,-7
Cc1cccc(OCC(=O)Nc2ncn[nH]2)c1C,-9,-6,2,-3,24,·,24*,-20,5
OCC1(Cc2ccccc2C(F)(F)F)CCN(Cc2ccc3c(c2)CCO3)CC1,9,0,-1,3,-25,18,0.0,3,-12
Cc1ccc2c(CC(=O)OC3CCOC3=O)coc2c1 (configuration not stated),5,-3,-1,0,-13,4,1.6,6,-15
O=C1OC(c2ccc(Br)cc2)=N/C1=C\N1CCCCC1,2,1,-11,-4,0,-2,-2.4,-1,0
CCCN(CCC)C(=O)c1cc([N+](=O)[O-])cc2c1-c1ccc([N+](=O)[O-])cc1C2=C(C#N)C#N,-2,-3,-3,2,29,·,0.0,9,11
CSc1nsc(/C=C/Nc2ccc(O)cc2C)c1C#N,6,0,40,1,23,-4,2.8,-8,11
O=C(COc1ccc(Cl)cc1Cl)Nc1ccc(S(=O)(=O)NC2=NCCCCC2)cc1,7,7,-1,-3,-2,11,0.2,-19,9
CCCCCC1=NN2C(=O)CC(=O)N=C2S1,-7,3,1,2,9,·,1.0,4,-4
CCO[C@@H]1OC(C(=O)NCc2ccccc2)=C[C@H](C)[C@H]1CCCO,6,-10,1,3,-2,2,-0.6,7,-20
COc1ccc2nc3ccccc3nc2c1NC(=O)c1ccccc1Cl,0,-1,-2,-3,10,0,1.6,-21,-14
C/C(=C\c1ccccc1)CN1CCN(Cc2ccc(C)o2)C(CCO)C1 (configuration not stated),5,-6,-2,6,-16,11,-2.5,9,-16
COC(=O)CCCC(=O)N1CCCC(CCC(=O)NCc2ccc(F)c(F)c2)C1 (configuration not stated),4,-2,·,2,11,7,1.1,-5,1
Cc1[nH]n(-c2cccc3ccccc23)c(=O)c1/C=N/NC(=O)c1cccc([N+](=O)[O-])c1,1,-5,0,-4,5,1,1.0,-14,-5
N#Cc1nc(COc2ccc(F)cc2)oc1NCCCn1ccnc1,0,-8,2,-6,11,-6,-1.2,2,-2
COc1ccc(C2=C(CC(=O)O)C(=O)CC2)cc1,-3,4,1,-5,14,9,-2.0,8,0
CCOc1ccc(OCC)c(NC(=O)CSc2nnc(Cn3cnc4ccccc43)n2C)c1,8,-3,-6,8,10,-5,-0.4,0,5
CCCCn1c(Cc2ccccc2)n[nH]c1=S,6,-5,9,-4,22,1,0.1,-18,4
O=C(Cn1[nH]c(=O)c2ccccc2c1=O)OCC(=O)N1CCCc2ccccc21,0,-9,1,-2,-14,-4,0.6,2,2
COc1cccc(-c2cc(C(=O)O)no2)c1,1,-12,-1,-2,-4,3,2.9,-1,4
CCCOC(=O)C(=O)NNc1ccccc1,6,-4,0,4,4,3,-0.1,18,9

# The final 5 records of the section above open the next one.
SMILES,BaF3 parental,RBBP9 inhibitor,Runt-CBFb FRET,Ba/F3 V617F tox,NPY-Y1 PAM-ag,NPY-Y1 antag,S1P4 ag,S1P4 antag,NPY2 pot ag
CCOc1ccc(OCC)c(NC(=O)CSc2nnc(Cn3cnc4ccccc43)n2C)c1,8,-3,-6,8,10,-5,-0.4,0,5
CCCCn1c(Cc2ccccc2)n[nH]c1=S,6,-5,9,-4,22,1,0.1,-18,4
O=C(Cn1[nH]c(=O)c2ccccc2c1=O)OCC(=O)N1CCCc2ccccc21,0,-9,1,-2,-14,-4,0.6,2,2
COc1cccc(-c2cc(C(=O)O)no2)c1,1,-12,-1,-2,-4,3,2.9,-1,4
CCCOC(=O)C(=O)NNc1ccccc1,6,-4,0,4,4,3,-0.1,18,9
Cc1cc(C)n(Cc2ccc(NC(=O)c3c([N+](=O)[O-])c(C)nn3C)cc2)n1,3,-5,0,-1,-10,2,-0.7,9,15
O=C(O)CCC(=O)N1CCN(c2ncccc2C(F)(F)F)CC1,-3,8,1,4,2,·,0.0,6,-18
O=C(/C=C/c1ccccc1[N+](=O)[O-])c1ccccc1Br,10,-3,2,5,-14,4,-0.9,36*,-9
COCCNC(=O)c1ccccc1NC(=O)c1ccc(Cl)c(S(=O)(=O)Nc2ccc(C)cc2C)c1,-1,-1,0,-2,-4,6,-0.4,4,5
CC(C)OC(=O)c1cn(-c2ccccc2)nc1-c1ccco1,3,-3,0,-1,-14,3,-0.5,-8,7
CCOC(=O)c1ccc(NC(=O)CC2Sc3ncnn3C2=O)cc1 (configuration not stated),6,-9,16,-1,-1,12,1.9,-8,-8
CCOc1ccc(NC2c3ccccc3C(=O)N2c2ccc(Cl)cn2)cc1 (configuration not stated),6,2,-3,-2,-5,6,0.0,-6,-1
COc1ccc(C(=O)OCC(=O)c2ccc(C3CCCCC3)cc2)cc1,1,-6,-2,-4,-2,3,2.1,-14,2
COc1cc(NC(=O)CSc2nccc(C)n2)c(C)cc1[N+](=O)[O-],6,-8,-4,0,-2,11,-0.5,-21,8
CCC1CCCCN1S(=O)(=O)c1ccc(C(=O)Nc2nnc(-c3cccs3)o2)cc1 (configuration not stated),2,-9,-3,-3,8,3,-1.3,-12,9
Cc1ccc(Cn2ncn(-c3ccccc3)c2=O)cc1,1,-7,1,-1,-1,-2,-0.1,3,4
COc1ccc(/C=N/Nc2ccccn2)c(OC)c1OC,4,1,0,3,10,2,0.9,-3,11
COc1cc(/C=N\NC(=O)OC(C)(C)C)ccc1OC(=O)c1ccco1,-1,-4,-1,-1,-2,-3,-1.7,-5,0
N=c1sccn1CC(=O)Nc1cccc(S(=O)(=O)N2CCCCCC2)c1,13,-9,-2,6,-16,3,1.9,-6,-6
C/C(CC1(O)/C(=N/O)CCc2nonc21)=N\O (configuration not stated),8,-9,-3,2,-2,-3,0.7,-5,9
CCn1cc(C(=O)N2CCN(c3ccc(OC)cc3)CC2)c(=O)c2cc(S(=O)(=O)N3CCCCC3)ccc21,2,-4,0,-4,1,0,-1.3,-2,5
NC(=O)Cn1c(=O)oc2ccccc21,2,-6,0,0,-1,-3,0.8,2,5
Cc1nonc1C(=O)N/N=C/c1cc2c(cc1Br)OCO2,3,-12,0,4,-11,-2,-0.6,6,-7
O=C(CSCCc1ccccn1)Nc1ccccn1,1,2,-1,-3,8,3,0.1,7,17
C=CCc1cccc2cc(C(=O)N(C)C)c(=O)oc12,-3,3,-2,-5,12,-9,-0.5,3,9

# High-throughput results deposited in PubChem by several laboratories.
